mcGAS lum = cyclic GMP-AMP synthase inhibitors, mouse, primary biochemical chemiluminescence; Q8C6L5; recombinant cGAS, Kinase-Glo ATP depletion luminescence; inhibition, % at 12.5 µM; 0.15% of 160,000 active;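 also: 0% = negative control wells and 100% = reference inhibitor with no enzyme activity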
NPYLR7 agonist = agonists of mosquito NPYLR7 receptor, primary screen, cell-based, Aedes aegypti, calcium fluorescence, mosquito biting behavior. 0.15% of 270,000 active. activation, % at 10 µM. HEK293T NPYLR7/Galpha15, GCaMP6s calcium fluorescence; in the data active = activation above about 40%;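 also: 0% = vehicle and 100% = reference agonist at the receptor; some compounds past the cut are filed as inactive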
hcGAS lum = Primary biochemical luminescence assay for human cyclic GMP-AMP synthase inhibitors; Q8N884; recombinant h-cGAS, ATP depletion, Kinase-Glo luminescence; inhibition, % at 12.5 µM; 0.081% of 290,000 active;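 also: 0% = vehicle reaction and 100% = reaction without DNA for no activity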
Target sequence (Q8N884 whole entry, looked up): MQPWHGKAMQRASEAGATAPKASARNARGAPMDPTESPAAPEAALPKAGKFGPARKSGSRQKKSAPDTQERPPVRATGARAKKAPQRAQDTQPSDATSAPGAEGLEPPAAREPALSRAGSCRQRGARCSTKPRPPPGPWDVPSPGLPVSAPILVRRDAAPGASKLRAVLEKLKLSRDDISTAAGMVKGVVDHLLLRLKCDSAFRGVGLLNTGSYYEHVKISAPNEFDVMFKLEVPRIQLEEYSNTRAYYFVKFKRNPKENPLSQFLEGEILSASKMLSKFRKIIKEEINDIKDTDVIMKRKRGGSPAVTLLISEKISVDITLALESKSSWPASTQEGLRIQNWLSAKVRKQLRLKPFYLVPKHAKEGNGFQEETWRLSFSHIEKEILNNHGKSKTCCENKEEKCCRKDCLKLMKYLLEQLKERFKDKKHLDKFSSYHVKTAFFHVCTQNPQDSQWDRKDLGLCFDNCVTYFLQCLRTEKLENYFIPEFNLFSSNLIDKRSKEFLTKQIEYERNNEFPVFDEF
* hit, by the source's call; / = not tested or not shown; & = joins results of further samples. Rule as the data show it, unless noted: active = inhibition above about 40%; inactive = the rest. An unsorted share of the library; any-hit rate near 0.27%.

SMILES | mcGAS lum | NPYLR7 agonist | hcGAS lum
CC(C)(C#N)NNC(N)=S | / | -5 | -3
O=S(=O)(NCCOc1cc(N2CCCC2)ncn1)c1ccc2c(c1)CCCC2 | / | 2 | -3
CN(C)CCC1CN(C(=O)c2[nH]cnc2-c2ccccc2)CCO1 (stereo not drawn) | -13 | / | -4
CCc1cccc(C)c1NC(=O)NCC(C)N1CCC(C)CC1 (stereo not drawn) | / | 3 | -3
O=S1(=O)CCCC1Nc1nc(NCCO)c2cnn(-c3ccc(F)cc3)c2n1 (stereo not drawn) | -8 | 0 | -4
CCCCOCC(=O)NCc1nncn1C1CCCCC1 | 1 | / | -7
Cc1ccc(C(=O)Nn2cnc3c(cnn3-c3ccc(C)cc3)c2=O)cc1 | / | 3 | -6
c1c(CN2CCN(C3CCSCC3)CC2)nn2c1CNCCC2 | / | -2 | -8
N#CCCn1c(SCC(=O)Nc2cccc3nsnc23)nc2ccccc21 | / | 5 | -6
CN(Cc1ccc2nsnc2c1)C(=O)CCN1CCCO1 | / | -1 | -4
O=C(CCN1CCCC1c1cccs1)Nc1ccccc1F (stereo not drawn) | / | -1 | -12
Cc1[nH]c(C(=O)N2CCCCC2)c(C)c1C(=O)OC(C)C | / | 13 | -4
COc1cccc(COc2coc(C(=O)NCc3ccc(S(N)(=O)=O)cc3)cc2=O)c1 | / | 1 | -10
CCc1ccccc1N1CCN(C(=O)c2ccc(OC)cc2)C(C)C1=O (stereo not drawn) | 2 | -7 | 4
COC(=O)Cc1c(C)nc2c(-c3ccccc3)c(C)[nH]n2c1=O | / | -3 | -12
COc1cccc(-c2cc(-c3ccc(C(=O)NCCc4cccnc4)cc3)[nH]n2)c1 | -5 | 0 | -4
COS(C)(=O)=O | / | 3 | -3
Cc1nc2nc(NC(=O)C3CCCCC3)[nH]n2c(=O)c1C | / | -2 | -8
CC1Cc2cc(S(N)(=O)=O)ccc2N1C(=O)CCl (stereo not drawn) | 8 | 3 | -9
CSc1cccc(CN2CCCC(CNC(=O)c3ccc(F)cc3)C2)c1 (stereo not drawn) | -3 | 2&-4 | -12&-3
CC1(C(=O)Nc2cnc3ccccc3c2)CCN1C(=O)CC(c1ccccc1)c1ccccc1 (stereo not drawn) | -4 | 4 | -6
Cc1nc2c(C)cccc2cc1C(=O)N1CCC(c2cc(CC(=O)O)[nH]n2)CC1 | -15 | 9 | 3
O=C(NCC1(N2CCOCC2)CCCC1)c1cc(COc2ccc3c(c2)CCCC3)on1 | / | 1 | 4
CNC(=O)[C@@H]1C[C@@H](N)CN1C(=O)c1cc(C)c(C)s1 | / | 4 | -2
CC(Nc1ccc2c(c1)CCC2)C(=O)Nc1ccccc1C#N (stereo not drawn) | / | 0 | -7
CNc1nc2cnc(Nc3ccc(OC)c(OC)c3)cc2n1CCOC | -9 | 5 | -3
COc1ccc(-c2ccc(=O)n(CCNC(=O)Nc3ccc(C)c(F)c3)n2)cc1 | -10 | 9 | -7
Cc1nc2sccn2c(=O)c1NC(=O)Cc1ccc(F)cc1 | -8 | 11 | -5
CCCC(CCC)n1[nH]c(=O)c2c(C)cc(=O)[nH]c21 | / | 1 | -1
Cc1oc(-c2cc3c(cc2Cl)OCO3)nc1CN(C)Cc1nc2ccccc2s1 | -11 | 5 | -9
COC(=O)c1cc2n(n1)CCCN(c1cncc(C(=O)N3CCCCC3)n1)C2 | -20 | 0 | -4
COc1cccc(-c2cc(C(=O)NCc3ccco3)n3nc(-c4ccccc4)cc3n2)c1 | -6 | 5 | -9
COc1ccccc1CN(Cc1ccccc1)Cc1nc(C(=O)N2CCCC2)co1 | -7 | 9 | -5
CC(C)C(Nc1cccc(F)c1C#N)C(=O)N1CCOCC1 (stereo not drawn) | / | -2 | -1
C=CC(C)(O)CN(CCC)Cc1c(C)nn(-c2ccccc2)c1Oc1ccccc1F (stereo not drawn) | -6 | -4 | -7
Cc1ccc(Cl)c(Oc2cc(N3CCC(N4CCCCC4)CC3)ncn2)c1 | -8 | 21 | -5
COc1ccc(S(=O)(=O)NCCc2nnc3ccc(SCc4ccc(C)cc4)nn23)cc1 | -1 | -14 | 4
O=C1NC2(CCSCC2)C(=O)N1Cc1c(F)cccc1Cl | -15 | 4 | -8
Cc1ccc(-c2nc3sc(CCNS(=O)(=O)c4ccc(C)c(C)c4)c(C)n3n2)cc1 | 0 | 7 | -1
Cc1ccc2[nH]c(CN(C)Cc3ccc4nonc4c3)nc2c1C | / | 1 | -2

Reformatted as tab-separated lines: entries from further up.
mol	mcGAS lum	NPYLR7 agonist	hcGAS lum
COc1cccc(-c2cc(-c3ccc(C(=O)NCCc4cccnc4)cc3)[nH]n2)c1	-5	0	-4
COS(C)(=O)=O	/	3	-3
Cc1nc2nc(NC(=O)C3CCCCC3)[nH]n2c(=O)c1C	/	-2	-8
CC1Cc2cc(S(N)(=O)=O)ccc2N1C(=O)CCl (stereo not drawn)	8	3	-9
CSc1cccc(CN2CCCC(CNC(=O)c3ccc(F)cc3)C2)c1 (stereo not drawn)	-3	2&-4	-12&-3
CC1(C(=O)Nc2cnc3ccccc3c2)CCN1C(=O)CC(c1ccccc1)c1ccccc1 (stereo not drawn)	-4	4	-6
Cc1nc2c(C)cccc2cc1C(=O)N1CCC(c2cc(CC(=O)O)[nH]n2)CC1	-15	9	3
O=C(NCC1(N2CCOCC2)CCCC1)c1cc(COc2ccc3c(c2)CCCC3)on1	/	1	4
CNC(=O)[C@@H]1C[C@@H](N)CN1C(=O)c1cc(C)c(C)s1	/	4	-2
CC(Nc1ccc2c(c1)CCC2)C(=O)Nc1ccccc1C#N (stereo not drawn)	/	0	-7
CNc1nc2cnc(Nc3ccc(OC)c(OC)c3)cc2n1CCOC	-9	5	-3
COc1ccc(-c2ccc(=O)n(CCNC(=O)Nc3ccc(C)c(F)c3)n2)cc1	-10	9	-7
Cc1nc2sccn2c(=O)c1NC(=O)Cc1ccc(F)cc1	-8	11	-5
CCCC(CCC)n1[nH]c(=O)c2c(C)cc(=O)[nH]c21	/	1	-1
Cc1oc(-c2cc3c(cc2Cl)OCO3)nc1CN(C)Cc1nc2ccccc2s1	-11	5	-9
COC(=O)c1cc2n(n1)CCCN(c1cncc(C(=O)N3CCCCC3)n1)C2	-20	0	-4
COc1cccc(-c2cc(C(=O)NCc3ccco3)n3nc(-c4ccccc4)cc3n2)c1	-6	5	-9
COc1ccccc1CN(Cc1ccccc1)Cc1nc(C(=O)N2CCCC2)co1	-7	9	-5
CC(C)C(Nc1cccc(F)c1C#N)C(=O)N1CCOCC1 (stereo not drawn)	/	-2	-1
C=CC(C)(O)CN(CCC)Cc1c(C)nn(-c2ccccc2)c1Oc1ccccc1F (stereo not drawn)	-6	-4	-7
Cc1ccc(Cl)c(Oc2cc(N3CCC(N4CCCCC4)CC3)ncn2)c1	-8	21	-5
COc1ccc(S(=O)(=O)NCCc2nnc3ccc(SCc4ccc(C)cc4)nn23)cc1	-1	-14	4

Next entries follow:
SMILES | mcGAS lum | NPYLR7 agonist | hcGAS lum
COCc1cc(C)nc(OCC(=O)N/N=C\c2cc3c(cc2Br)OCO3)c1C#N | 0 | -12 | 2
COc1cccc(C(=O)Oc2c(S(=O)(=O)c3ccc(C)cc3)c(C)nn2C(C)(C)C)c1 | -7 | 2 | -9
CCn1c(SCC(=O)N2CCOc3ccc(C)cc32)nc2c3cc(OC)ccc3n(C)c2c1=O | -5 | -4 | -5
Cc1[nH]n(-c2ccccc2)c(=O)c1C(=O)Cn1ccc(=O)[nH]c1=O | / | 2 | -7
CN(C)C[C@@H]1CN(C2CCOCC2)C[C@H]1NC(=O)c1ccoc1 | 0 | / | 2
COc1ncccc1NC(=O)NC(c1ccc(F)cc1)C(C)(C)C (stereo not drawn) | / | 4 | -6
CN(c1cc(C(C)(C)C)nc(SCc2ccc(C(=O)NC3CC3)o2)n1)C1CCCCC1 | -5 | 10 | -11
O=C(Nn1cnc2c(cnn2-c2ccc(F)cc2)c1=O)c1ccccc1C(F)(F)F | / | 11 | -1
O=S(=O)(NC12CC3CC(CC(C3)C1)C2)c1ccc(F)c(F)c1 | -1 | 24&-1 | 0&2
O=C(C1CCN(S(=O)(=O)c2ccccc2)CC1)N1CCN(Cc2cccc3ccccc23)CC1 | / | 6 | -8
Cc1cn2cc(CNC(=O)C3CC(=O)N(CC(C)C)C3)nc2s1 (stereo not drawn) | / | 1 | -5
CCCCNC(=O)c1csc(CN(CCCC)C(=O)Nc2ccc(Cl)cc2Cl)n1 | -6 | 9 | -4
COc1ccc(CSc2nnc(-c3ccc(OC)cc3)o2)cc1 | -2 | 20 | -5
CC(C)(C)c1ccc(N2C(=O)/C(=C/c3ccc(Cl)cc3)C=C2c2ccccc2)cc1 | -4 | -1 | -3
Oc1ccccc1C=Nn1cnnc1 | 0 | -8 | 5
CC(Cc1cn(CCN(C)S(C)(=O)=O)nn1)c1ccccc1 (stereo not drawn) | -12 | / | -4
Cc1nnc(SCCn2c(N3CCN(Cc4ccccc4)CC3)nc3c2c(=O)[nH]c(=O)n3C)s1 | / | -1 | 14
CCCc1cc(=O)n(CC(=O)NC(C)C)c(-n2nc(C)cc2C)n1 | -8 | -1 | -11
CN1CCN(C(=O)C2CCN(C(=O)c3cc4sccc4n3C)CC2)CC1 | -4 | 7 | -5
O=C(CN1CCc2sccc2C1c1ccc(Cl)cc1)N1CCCN(C(=O)c2ccc(F)cc2)CC1 (stereo not drawn) | 23 | 7 | -1
COc1cn(CC(=O)N2CCc3ccccc32)c(CSc2ccc(Cl)cc2)cc1=O | -7 | -1 | -3
COc1ccc(-c2csc(=Nc3cccc(C(C)=O)c3)n2NC(=O)C(C)Oc2ccc(Cl)cc2C)cc1 (stereo not drawn) | / | -12 | 1
CC(C)N(CC(=O)N(CCc1c[nH]c2ccccc12)Cc1ccc(C(C)(C)C)cc1)CC(O)COCc1ccco1 (stereo not drawn) | -6 | -11 | -6
C(=N/Nc1nc(Nc2ccccc2)nc(N2CCOCC2)n1)/c1ccncc1 | -1 | -10 | 0
CCCc1nc(C)cc(-c2ccccc2CO)n1 | / | 16 | -3
CCOC(=O)N1CCN(Cc2nc3c(c(=O)n(C)c(=O)n3C)n2Cc2ccccc2C)CC1 | / | -2 | -7
COc1ccc(N2C(=O)C(c3c(-c4ccccc4)[nH]n(C(C)(C)C)c3=O)=C(N3CCOCC3)C2=O)c(OC)c1 | -7 | 4 | 8
O=C(CNC(=O)c1cccs1)NC1=NCCS1 | / | 14 | -8
O=C(NC(=S)NC1CCCC1)c1ccco1 | -4 | 3 | -4
CCCc1c(C)nn(-c2ccc(C(=O)NCCCN(C)c3ccccc3)cc2)c1C | -6 | -8 | -1
Cc1nonc1N1CCN(Cc2nc(C(c3ccccc3)c3ccccc3)no2)CC1 | -9 | 17 | -8
COc1cccc(C(=O)Nc2ccc(Nc3ccc(-n4cccn4)nn3)cc2)c1 | -6 | -5 | -3
O=C(Nc1ccc(F)cc1F)c1cccc(CN2CCNC(=O)C2CCO)c1 (stereo not drawn) | / | 1 | -1
CC(=O)c1[nH]c(C(=O)O)c(C)c1C | / | 0 | -5
COc1ccc(-c2cc(C(=O)N3CCN(C(=O)c4ccccc4OC)CC3)c(C)n2-c2cccc(OC)c2)cc1 | -5 | -7 | -13
Cc1cc(N2C(=O)C3C4C=CC(C4)C3C2=O)ccc1Br (stereo not drawn) | -2 | -7 | 0
CC(=O)OCC(=O)N1CCC(n2c(=O)oc3ccc(F)cc32)CC1 | 1 | 6 | 3
Cc1cccc(OCC(=O)NNC(=O)COc2cc(C)c(Cl)c(C)c2)c1 | / | 0 | -4
COc1ccc(OC)c(N2C(=O)C3C4C=CC(CC4)C3C2=O)c1 (stereo not drawn) | -2 | -5 | -5
COC(=O)c1ccc(NC(=O)NCc2ccn(C)c2)c(F)c1 | / | -1 | -7
Cc1nc(-n2nc(-c3cccs3)cc2NC(=O)c2ccc(OC(C)C)cc2)[nH]c(=O)c1C | / | 1 | -6
CCC(C)NC(N)=NCc1ccc(Cn2ccnc2)cc1 (stereo not drawn) | / | 5 | 3
Cc1occc1C(=O)N(CCN(C)C)CC1CCCO1 (stereo not drawn) | / | -4 | -2
CCOC(=O)C1CCCN(C(=O)CC(c2cccc([N+](=O)[O-])c2)c2c[nH]c3ccccc23)C1 (stereo not drawn) | -8 | / | -3
O=C(COc1ccccc1)Nc1cccc(C2SCC(=O)N2c2ccc(F)cc2F)c1 (stereo not drawn) | -4 | 17 | -4
CCc1nc(C)c(C2=NC(=Cc3ccccc3)NN2)o1 | / | 0 | -7
CCC(C)C(NC(=O)c1ccc(Cl)cc1)C(=O)Nc1nnc(-c2cccc(OC)c2)s1 (stereo not drawn) | -3 | 19 | -6
CCCn1ncnc1C(C)NC(=O)COc1c(C)ccc(C)c1C (stereo not drawn) | -9 | 3 | 0

Screens: PubChem BioAssay, Fisher Drug Discovery Resource Center
